Screens (PubChem BioAssay)
B2AR arrestin: qHTS assay of beta-arrestin-biased ligands of beta2-adrenergic receptor; 330,000 tested, 0.02% active; AID 492947, 2010; beta-arrestin recruitment to beta2AR, cell-based reporter; Potency, µM (series often up to 46.1 µM), inactives show at the top dose activation, usual class: activators; Beta-2 adrenergic receptor (Homo sapiens), P07550;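 also: potency is read from the fitted curve at half-maximal effect; 0% = DMSO controls and full agonism = EC100 isoproterenol or metaproterenol; nearly all actives have a fitted effect of over 65% in size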
ASM inhibitor: Inhibitors of Secretory Acid Sphingomyelinase (S-ASM): qHTS; AID 504937, 2011; Potency, µM (series often up to 57.5 µM), inactives show top-dose activity change, negative = inhibition, most hits filed as inhibitors; Sphingomyelin phosphodiesterase (Homo sapiens), P17405; 340,000 tested, 0.006% active; placental ASM, HMU-PC fluorogenic substrate, 60 min; also: potency is read from the fitted curve at half-maximal effect
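qHTS format. ASM enzyme prepared from human placenta hydrolyses the fluorogenic substrate HMU-PC0 (9 uM final) over 60 min at 37 °C after a 10 min compound preincubation.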
Giardia killer: Small Molecules that selectively kill Giardia lamblia: qHTS; Giardia lamblia trophozoite viability; activity change, % at 7.66 µM, hits read low; 340,000 tested, 0.15% active; in the data active = activity change below about -80%; inconclusive = between about -30% and that limit;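 also: parasites exposed to compound for two days anaerobically before the ATP read; % is scaled to controls: 0 for no effect and ±100 for the full control effect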
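Compounds were tested on trophozoites seeded at 100 cells/well and held 48 hrs at 37 deg C anaerobically. An ATP-based luminescent kit measured the remaining live cells.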
FBPA coupling cs: qHTS Assay for Inhibitors of Fructose-1,6-bisphosphate Aldolase from Giardia Lamblia: Coupling assay counterscreen; coupling enzyme system counterscreen, AmpLite Red fluorescence; activity change, negative = inhibition, % at 58.2 µM, hits read low; 290,000 tested, 0.67% active; AID 2472, 2010; in the data active = activity change below about -30%; also: % is scaled to controls: 0 for no effect and ±100 for the full control effect
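First, compound is pin-transferred into glyceraldehyde-3-phosphate coupling-enzyme reagent at 57.5 uM final and held 10 min at RT. Next, substrate, coupling system and AmpLite Red are added. After 20 min RT, fluorescence (525/598 nm) is read.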
PKM2 activator: qHTS Assay for Activators of Human Muscle isoform 2 Pyruvate Kinase; 260,000 tested, 0.34% active; purified PKM2, Kinase-Glo ATP luminescence, activation; response scale: 0% is enzyme alone, no compound; Potency, µM (top dose mostly 57.5 µM), without a hit: at the top dose activation, usual class: activators; also: potency is read from the fitted curve at half-maximal effect; % is scaled to controls: 0 for no effect and ±100 for the full control effect; nearly all actives have a fitted effect of over 55% in size
Target sequence (P14618 whole entry, looked up, canonical isoform): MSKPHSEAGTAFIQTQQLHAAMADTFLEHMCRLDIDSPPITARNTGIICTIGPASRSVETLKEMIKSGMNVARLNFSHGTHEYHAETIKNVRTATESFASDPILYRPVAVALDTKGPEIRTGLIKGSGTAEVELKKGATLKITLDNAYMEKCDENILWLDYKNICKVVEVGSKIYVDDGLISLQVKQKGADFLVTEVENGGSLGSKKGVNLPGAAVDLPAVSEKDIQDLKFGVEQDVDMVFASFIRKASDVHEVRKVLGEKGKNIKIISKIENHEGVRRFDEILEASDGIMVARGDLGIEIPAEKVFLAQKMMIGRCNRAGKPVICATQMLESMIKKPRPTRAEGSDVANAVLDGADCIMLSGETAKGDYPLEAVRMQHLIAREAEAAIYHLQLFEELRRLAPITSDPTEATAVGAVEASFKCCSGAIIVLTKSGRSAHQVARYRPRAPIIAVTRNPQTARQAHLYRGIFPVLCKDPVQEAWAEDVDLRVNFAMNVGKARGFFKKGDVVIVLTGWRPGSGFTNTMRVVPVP
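ATP formation by purified human PK-M2, quantified via coupled luciferase luminescence after 1 h at room temperature with 0.1 mM ADP and 0.5 mM PEP final.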
Tb PFK inh: qHTS Assay to Find Inhibitors of T. brucei phosphofructokinase; AID 485367, 2010; Potency, µM (titrated, usually from 57.5 µM), inactives show at the top dose activity, negative = inhibition, actives largely listed as inhibitors; T. brucei PFK, ADP-Glo luminescence; 330,000 tested, 0.17% active;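 also: potency is read from the fitted curve at half-maximal effect; 0% = uninhibited 1x PFK enzyme wells and -100% = no-enzyme wells; nearly all actives have a fitted effect of over 60% in size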
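ADP-Glo luminescence quantified ADP after 45 min at room temperature, with 1.25 nM T. brucei PFK, 0.1 mM ATP and 0.5 mM fructose-6-phosphate in pH 8.0 TEA buffer. qHTS titrations up to 57 µM; curves classified by quality.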
Chronic BCR inh: qHTS Assay to Find Inhibitors of Chronic Active B-Cell Receptor Signaling; Potency, µM (top dose mostly 46.1 µM), for inactives: at the top dose ratio change, negative = lower green/red ratio, most hits filed as inhibitors; 340,000 tested, 0.05% active; AID 493014, 2011; ABC-DLBCL IkBa-CBG/CBR reporter, luminescence ratio, 4 h; active = well fitted inhibition curve with a large enough effect in the signal ratio, with a control signal flat, not every such curve was filed as active; inconclusive = small, poorly fitted or top-dose-only effect, or effect the other way, or a change in a side signal; the % refers to the signal ratio;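 also: potency is read from the fitted curve at half-maximal effect; plate controls were basal doxycycline-induced cells for no effect and cells given 10 µM MG132 for full effect; MG132 reads +100%, hits lower the ratio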
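Doxycycline induced both beetle luciferases in TMD8 lymphoma cells; IKK-driven degradation limits the IkappaBalpha-fused green signal, while red luminescence normalises for cell number and nonspecific effects. Compounds tested up to 46 uM, 4 hrs.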
Menin-MLL TR inh: qHTS Assay for Inhibitors Targeting the Menin-MLL Interaction in MLL Related Leukemias: Competition With Texas Red Labeled MLL-derived Mutant Peptide. Potency, µM (doses to about 61.6 µM), for inactives: at the top dose FP activity change, negative = inhibition, most hits filed as inhibitors. AID 1768, 2009. O00255. 270,000 tested, 0.23% active. Menin + Texas Red MLL mutant peptide, fluorescence polarization; active = well fitted inhibition curve with a large enough effect in the polarisation, with a control signal flat, not every such curve was filed as active; inconclusive = small, poorly fitted or top-dose-only effect, or effect the other way, or a change in a side signal; inactive = no such curve, though single readings can be large or run the other way; the % refers to the polarisation; also: potency is read from the fitted curve at half-maximal effect; % of control where 0% means no effect; many of its hits are not listed in these tables
a7 integrin act: qHTS for Activators of Integrin-Mediated Alleviation for Muscular Dystrophy | Potency, µM (series often up to 38.3 µM), for inactives: top-dose activation, hits mostly activators | 350,000 tested, 0.064% active | alpha7betagal myoblasts, beta-gal FDG fluorescence, 48 h;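 also: potency is read from the fitted curve at half-maximal effect; 100% = response of the positive control SU9516; nearly all actives have a fitted effect of over 60% in size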
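alpha7betagal+/- myoblasts (passage 13, 250/well) treated 48 h at 37C with compounds at 1:260 dilution of DMSO stock. Lysed, then beta-galactosidase activity read as FDG fluorescence (ex 480/em 540) after 30 min, with pre-read for autofluorescence.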
GALK inhibitor: qHTS Assay for Inhibitors of Human Galactokinase (GALK); P51570; Purified GALK, Kinase-Glo residual ATP luminescence; Potency, µM (doses to about 57.5 µM), for the others: at the highest dose activity change, negative = inhibition, most hits filed as inhibitors; 270,000 tested, 0.007% active; AID 1868, 2009; also: potency is read from the fitted curve at half-maximal effect; % is scaled to controls: 0 for no effect and ±100 for the full control effect
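Galactose (100 uM) and ATP (35 uM) were turned over by 5 nM GALK for 1 h at RT. Kinase-Glo Plus then converted the remaining ATP into a luminescent signal.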
PTAP TSG101 blk: qHTS Assay for Iinhibitors of HIV-1 Budding by Blocking the Interaction of PTAP/TSG101; AID 493005, 2010; Tumor susceptibility gene 101 protein (Homo sapiens), Q99816; Potency, µM (top dose mostly 115 µM), without a hit: at the top dose activity change, negative = inhibition, usual class: inhibitors; 340,000 tested, under 10 active; Fluorescence polarization, FITC-PTAP peptide / Tsg101 binding; active = well fitted inhibition curve with a large enough effect in the main read-out, with a control signal flat, not every such curve was filed as active; inconclusive = small, poorly fitted or top-dose-only effect, or effect the other way, or a change in a side signal; inactive = no such curve, though single readings can be large or run the other way; also: potency is read from the fitted curve at half-maximal effect; % of control where 0% means no effect
Target sequence (Q99816 whole entry, looked up): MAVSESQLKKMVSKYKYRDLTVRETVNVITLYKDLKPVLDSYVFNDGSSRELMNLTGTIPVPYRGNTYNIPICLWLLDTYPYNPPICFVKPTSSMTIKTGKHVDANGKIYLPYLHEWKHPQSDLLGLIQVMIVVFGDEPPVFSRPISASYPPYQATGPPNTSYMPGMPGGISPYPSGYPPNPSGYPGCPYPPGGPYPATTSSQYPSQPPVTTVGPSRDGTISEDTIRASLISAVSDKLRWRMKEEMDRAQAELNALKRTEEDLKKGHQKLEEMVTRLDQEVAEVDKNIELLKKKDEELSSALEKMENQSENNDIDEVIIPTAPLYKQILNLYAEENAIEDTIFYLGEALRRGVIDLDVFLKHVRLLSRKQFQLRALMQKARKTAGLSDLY
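FP read-out: FITC-PTAP peptide, 50 nM final, binding Tsg101 binding domain, 10 uM final; 20 min, r.t.; 10 mM HEPES pH 7.5, 0.15 M NaCl, 0.01% Tween 20, 3 mM EDTA, 0.1 mM TCEP.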
An asterisk follows results filed as active; ? = inconclusive; . = no result given; [ ] = another dose, or the depositor's remark. Unless noted, calls follow the shape of the dose curve; as a rule, active = well fitted curve in the direction sought with a large enough effect; inconclusive = small, poorly fitted or top-dose-only effect, or another doubt; inactive = no such curve, though single readings can be large; an effect the other way counts as inactive or inconclusive. An excerpt. The share of hits here may be higher or lower than overall.

canonical_smiles	Chronic BCR inh	B2AR arrestin	a7 integrin act	PKM2 activator	ASM inhibitor	FBPA coupling cs	Tb PFK inh	PTAP TSG101 blk	Giardia killer	GALK inhibitor	Menin-MLL TR inh
COc1ccccc1C(=O)NC(=O)COC(=O)c1ccc(Cl)nc1	0%	0.3%	6%	.	-2%	.	-7%	-4%	-2	.	.
COc1cc2c(cc1OC)C(c1cccc(OC)c1OC)CC(=O)N2 (stereo unspecified)	-6%	0.0%	-11%	-7%	-1%	0	0%	-3%	13	-1%	-9%
c1ccc(OCc2nnc(-c3ccccc3)o2)cc1	?	0.3%	0%	5%	-1%	0	-1%	3%	1	5%	-14%
CC12CCC(C(=O)N3CCCc4ccccc43)(OC1=O)C2(C)C (stereo unspecified)	-2%	-0.2%	-25%	5%	2%	1	-2%	-3%	-25	0%	-25%
C=CCOC(=O)C1=C(C)NC(=O)NC1c1ccc(OC(=O)c2ccco2)c(OC)c1 (stereo unspecified)	0%	-0.3%	2%	-6%	0%	1	1%	-5%	8	-5%	-20%
O=C(CSc1nnc(Cc2cccs2)n1C1CCCCC1)N1CCN(C(=O)c2ccco2)CC1	-8%	-0.8%	-21%	6%	-1%	2	-3%	1%	-14	0%	-10%
CC(=O)Nc1ccc(NC(=O)C2CC(=O)N=C(N)S2)cc1 (stereo unspecified)	2%	0.2%	0%	6%	0%	-3	1%	0%	22	1%	2%
O=C(c1ccoc1)N1CCC2(CCCN(Cc3ccc(F)c(F)c3)C2)C1 (stereo unspecified)	4%	-0.1%	11%	0%	3%	.	-1%	.	-4	-9%	.
COc1ccc(CNc2nc3nc(C)cc(C)n3n2)cc1OC	-6%	-0.9%	-9%	-3%	-2%	1	0%	-2%	2	4%	1%
Cc1ccc(OCC(=O)N[C@@H](C)c2nnc3ccccn23)cc1C	0%	0.3%	9%	.	3%	1	-2%	-1%	-2	1%	-9%
N#Cc1cnn2c(-c3ccccc3)ccnc12	.	.	?	0%	123%[activator]	-3	.	-11%	4	-3%	-12%
COc1cccc(NC(=O)CSC2=C(C#N)C(c3ccco3)C3=C(CCCC3=O)N2)c1 (stereo unspecified)	?	0.2%	-30%	0.79µM*	15%	3	4%	-5%	6	-7%	?
Cc1nc(CC(=O)N2CCN(c3cccc(C)c3C)CC2)cs1	-2%	0.1%	-15%	0%	1%	-1	-4%	-7%	-1	2%	-2%
CC1CC(C)(C)CC2(C1)NC(=O)N(CC(=O)Nc1ccc3[nH]c(=O)[nH]c3c1)C2=O (stereo unspecified)	-1%	-0.4%	-21%	.	4%	.	18%	-6%	-8	.	.
COc1ccc2nc(C)cc(N3CC(C)OC(C)C3)c2c1 (stereo unspecified)	?	0.0%	23%	-7%	-2%	-3	14%	-5%	13	0%	-11%
Cc1csc2nc(O)c(C(=O)NC3CCCCC3C)c(=O)n12 (stereo unspecified)	8%	-1.9%	-2%	.	-5%	.	-4%	-6%	21	.	.
C/C(=N\NC(=O)c1c[nH]c2ccccc12)c1ccco1	?	-0.2%	-16%	-3%	-1%	0	-3%	-4%	-28	0%	-1%
CC(=O)Nc1ccc(NC(=O)C(C)OC(=O)C2CC3C=CC2C3)cc1 (stereo unspecified)	-2%	-0.4%	0%	0%	2%	2	-7%	-3%	-14	2%	-20%
Cc1cc(=O)oc2cc(OCCc3ccccc3)ccc12	?	-0.2%	-9%	.	213%[activator]	4	-12%	-6%	-2	0%	?
CCOC(=O)c1c(C)[nH]c(C)c1C(=O)CSc1nc2ccccc2c(=O)n1-c1ccc(CC)cc1	-16%	-0.3%	11%	1%	-14%	0	0%	-3%	-9	-1%	12%
CSc1cccc(NC(=O)c2ccc(CN3CCc4ccccc4C3)cc2)c1	?	-0.6%	-2%	.	-3%	-1	-7%	-1%	-6	0%	34%[activator]
COc1ccccc1/C=C1\SC(=S)N(CCC(=O)Nc2nnc(C)s2)C1=O	?	0.0%	0%	0%	-6%	5	-1%	-2%	-17	15%	20%
COc1ccc(CCNC(=O)C/C(C)=N/NC(=O)c2ccc(Cl)cc2Cl)cc1OC	-1%	-0.8%	4%	.	-4%	4	1%	-11%	-9	-8%	1%
NC(=O)CSc1nnc(-c2cccs2)n1-c1ccccc1	-3%	-0.3%	19%	1%	-3%	3	-1%	-1%	10	.	1%
COc1cccc(/C=N/n2c(COc3ccccc3)n[nH]c2=S)c1O	4%	-0.2%	-20%	.	-3%	0	0%	-1%	15	-4%	?
N#Cc1c(NC(=O)CSc2nc(N)cc(=O)[nH]2)sc2c1CCCC2	?	-0.7%	-5%	-3%	-4%	6	0%	-1%	-10	3%	0%
O=C(c1ccco1)n1nc(-c2cccnc2)nc1NCc1ccco1	-8%	-0.4%	-45%	-2%	11%	4	2%	0%	-7	-2%	3%
COc1cccc(/C=N/NC(=O)c2c(C)nc3ccc(Cl)cn23)c1OC	-3%	0.3%	8%	.	-7%	2	4%	-8%	-14	-5%	-2%
CC1=NN(C(=O)c2ccc(C)cc2)C(O)(C(F)(F)OC(F)(F)F)C1 (stereo unspecified)	?	-0.9%	-3%	-3%	17%	0	0%	-7%	-3	-1%	.
C=CCN(CC=C)S(=O)(=O)c1ncn[nH]1	0%	-0.4%	11%	-2%	0%	-7	7%	-2%	2	-1%	-4%

4 compounds from above, ordered by length of the SMILES, low to high.
canonical_smiles	Chronic BCR inh	B2AR arrestin	a7 integrin act	PKM2 activator	ASM inhibitor	FBPA coupling cs	Tb PFK inh	PTAP TSG101 blk	Giardia killer	GALK inhibitor	Menin-MLL TR inh
N#Cc1cnn2c(-c3ccccc3)ccnc12	.	.	?	0%	123%[activator]	-3	.	-11%	4	-3%	-12%
O=C(c1ccco1)n1nc(-c2cccnc2)nc1NCc1ccco1	-8%	-0.4%	-45%	-2%	11%	4	2%	0%	-7	-2%	3%
COc1cccc(/C=N/n2c(COc3ccccc3)n[nH]c2=S)c1O	4%	-0.2%	-20%	.	-3%	0	0%	-1%	15	-4%	?
N#Cc1c(NC(=O)CSc2nc(N)cc(=O)[nH]2)sc2c1CCCC2	?	-0.7%	-5%	-3%	-4%	6	0%	-1%	-10	3%	0%

Additional records:
canonical_smiles	Chronic BCR inh	B2AR arrestin	a7 integrin act	PKM2 activator	ASM inhibitor	FBPA coupling cs	Tb PFK inh	PTAP TSG101 blk	Giardia killer	GALK inhibitor	Menin-MLL TR inh
COc1ccc(-c2csc3ncnc(N4CCN(C(=O)c5ccco5)CC4)c23)cc1	-2%	-0.1%	7%	.	0%	.	-2%	-3%	4	.	.
Nc1nc(Cl)cc(Oc2ccccc2F)n1	-1%	-0.8%	-24%	-3%	-4%	1	6%	-8%	-4	0%	.
Cc1cc(NC(=O)COC(=O)C2CCN(S(=O)(=O)c3ccc(Cl)cc3)CC2)no1	9%	-0.1%	8%	-1%	5%	-1	0%	-6%	-2	1%	1%[11.7 µM]
COc1ccc(NC(=O)C2C3C=CC4(O3)C2C(=O)N(CCCN2CCCCC2)C4C(=O)NC2CCCC(C)C2C)cc1 (stereo unspecified)	8%	-0.4%	-63%[inhibitor]	4%	6%	0	2%	0%	8	-1%	-20%
NC(=O)C1(N2CCCCC2)CCN(C(=S)Nc2ccc(F)c(Cl)c2)CC1	6%	-0.3%	15%	-7%	-4%	0	-9%	-1%	5	1%	23%
CC(C)(C)OC(=O)CN1C(=O)NC(Cc2c[nH]c3ccccc23)C1=O (stereo unspecified)	?	0.5%	18%	.	6%	2	-2%	-9%	14	5%	12%
